# High-throughput results (PubChem BioAssay)
# M1 PAM: human CHRM1 positive allosteric modulation; CHO-K1 hM1, Fluo-8 calcium fluorescence, ACh EC20; 0% = ACh EC20, 100% = maximal ACh; activation, % at 3 µM; hit rate 0.088% among 360,000; in the data active means activation above about 19%, passing the limit was not always enough
# Target sequence (P11229 whole entry, looked up): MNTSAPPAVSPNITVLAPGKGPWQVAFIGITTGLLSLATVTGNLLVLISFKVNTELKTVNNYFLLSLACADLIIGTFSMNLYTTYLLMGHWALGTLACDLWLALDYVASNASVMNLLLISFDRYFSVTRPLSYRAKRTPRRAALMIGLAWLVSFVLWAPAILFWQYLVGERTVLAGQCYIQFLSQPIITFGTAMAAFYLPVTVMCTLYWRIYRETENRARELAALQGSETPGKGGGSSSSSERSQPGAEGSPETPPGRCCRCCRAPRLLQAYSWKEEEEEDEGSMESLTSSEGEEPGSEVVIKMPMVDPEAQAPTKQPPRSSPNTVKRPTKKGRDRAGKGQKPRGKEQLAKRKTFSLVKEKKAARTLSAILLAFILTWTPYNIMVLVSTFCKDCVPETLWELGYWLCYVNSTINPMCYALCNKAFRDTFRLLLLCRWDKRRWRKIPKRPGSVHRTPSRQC
# M1 antag: human CHRM1 antagonism | P11229 | CHO-K1 hM1, Fluo-8 calcium fluorescence, ACh EC80 antagonist | inhibition, % at 3 µM | hit rate 1.3% among 360,000;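 active means percent inhibition above its own plate's cutoff, namely the mean of that plate's compound wells plus 3 SD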;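 further: peak over basal fluorescence ratio during 140 s after agonist addition; 0% = ACh EC80 plus DMSO and 100% = DMSO alone without agonist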
# M1 ag parental: nonselective activator or artifact in parental CHO-K1 cells; Fluo-8 calcium fluorescence; scaled to maximal ATP response, vehicle zero; activation, % at 3 µM; hit rate 0.48% among 360,000; AID 602248; in the data active means activation above about 15%;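 further: untransfected CHO-K1 host cells lacking M1 receptor as counterscreen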
# CHRM1 agonist: agonists of human M1 muscarinic receptor | P11229 | CHO-K1 hM1, Fluo-8 calcium fluorescence, agonist mode; 0% DMSO, 100% acetylcholine EC100 | activation, % at 3 µM | hit rate 0.33% among 360,000 | AID 588814;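 active means activation above the run's mean compound activation plus 3 SD, cut at about 16% in these data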;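 further: peak over basal fluorescence ratio within a 140 s kinetic read after compound addition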
# TAAR1 agonist: agonists of human TAAR1; CHO RD-HGA16 TAAR1, Fluo-8 calcium fluorescence; vehicle wells 0%, saturating PEA agonist 100%; Q96RJ0; AID 624467; hit rate 0.99% among 360,000; activation, % at 3 µM;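 active means activation above the mean activation of all test compounds in the run plus 3 SD, cut at about 38% in these data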
# Target sequence (Q96RJ0 whole entry, looked up): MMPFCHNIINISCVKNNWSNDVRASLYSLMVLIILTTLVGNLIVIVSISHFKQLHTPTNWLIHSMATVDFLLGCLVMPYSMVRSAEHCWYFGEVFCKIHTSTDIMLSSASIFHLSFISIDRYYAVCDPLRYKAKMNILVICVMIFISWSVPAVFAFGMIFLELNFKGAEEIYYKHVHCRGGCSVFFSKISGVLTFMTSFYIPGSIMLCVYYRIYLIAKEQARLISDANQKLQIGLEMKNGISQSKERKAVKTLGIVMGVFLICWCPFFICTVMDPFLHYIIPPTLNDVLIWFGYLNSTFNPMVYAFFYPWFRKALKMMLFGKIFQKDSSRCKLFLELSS
#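 Repeats: no replicates (n 1) | Material: CHO-derived RD-HGA16 cells with stable Gα16 and human TAAR1 | Technique: Kinetic Fluo-8 calcium fluorescence | Schedule: 17-24 h seeding, 75 min 37 °C dye, 30 min RT | Evaluation: % activation from peak over basal fluorescence ratio, DMSO-to-PEA scaled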
# CHO parental Ca: signal in parental CHO cells, OX1R antagonist counter-screen; parental CHO-K1, ATP-induced calcium, Fluo-8 fluorescence; inhibition, % at 5.6 µM; hit rate 0.63% among 330,000; AID 463079;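 active means inhibition above that plate's mean sample inhibition plus 3 SD, cut at about 26% in these data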;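 further: 0% = ATP-challenged DMSO wells and 100% = DMSO wells without ATP; some compounds past the cut are filed as inactive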
#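 Material: parental CHO cells / Compound: single nominal dose of 5.6 µM per compound / Signal: Fluo-8 fluorescence / Replicates: singlicate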
# CHO-K1 Ca PAM: M1 PAM counterscreen hit in parental CHO-K1 cells. ATP EC20, Fluo-8 calcium fluorescence; 0% at ATP EC20, 100% at ATP max. activation, % at 3 µM. hit rate 0.02% among 360,000;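 active means activation above the run cutoff, the mean activation of all test compounds plus 3 SD, cut at about 40% in these data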;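 further: peak over basal fluorescence ratio in a 140 s read after ATP addition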
# TAAR1 antagonist: antagonists of human TAAR1. CHO RD-HGA16 TAAR1, Fluo-8 calcium fluorescence, antagonist. inhibition, % at 3 µM. hit rate 1.5% among 360,000;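 active means inhibition above a per-plate cutoff, the mean inhibition of test compounds on that plate plus 3 SD, cut at about 49% in these data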;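 further: 0% = DMSO plus EC80 beta-PEA response and 100% = DMSO alone without agonist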
#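 Material: CHO RD-HGA16 cells bearing hTAAR1; compound dosing: one-point dosing, 3 µM nominal final; schedule: dye loading 75 min at 37 °C, then 30 min room temperature; measured by: calcium fluorescence with Fluo-8; control set: vehicle and agonist controls; replication: n of 1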
# CHO-K1 Ca antag: counter-screen for M1 antagonists: effect in parental CHO-K1 cells; ATP-induced calcium, Fluo-8 fluorescence; inhibition, % at 3 µM; hit rate 0.6% among 360,000;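 active means inhibition above a per-plate cutoff, the plate's mean sample inhibition plus 3 SD, cut at about 24% in these data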;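 further: 0% = DMSO plus EC80 ATP and 100% = DMSO alone without ATP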
# Numbers without * were called inactive; / = not tested or not shown. Compounds were not picked by outcome, and some 4.4% of all compounds hit somewhere here.
SMILES,M1 PAM,M1 antag,M1 ag parental,CHRM1 agonist,TAAR1 agonist,CHO parental Ca,CHO-K1 Ca PAM,TAAR1 antagonist,CHO-K1 Ca antag
Cc1cccc(OCC(=O)NC(=S)NNC(=O)c2ccncc2)c1,-2,4,0.8,1,3,-9,8,-1,-6
O=C(NCc1ccc(F)cc1)c1c(O)c2cccc3c2n(c1=O)CCC3,6,-10,0.1,-2,4,-24,18,7,-12
O=[N+]([O-])c1ccc(N2CCC(O)CC2)nc1,15,0,0.1,1,2,-3,-16,-5,29*
COc1cc(OC)cc(C(=O)N[C@H](C(=O)NC2=NCCS2)C(C)C)c1,6,-9,0.6,-6,3,-20,16,-22,-3
COC(=O)CNS(=O)(=O)c1ccc(C)cc1,7,-13,0.3,-3,4,-6,7,10,-6
O=[N+]([O-])c1ccc(/C=N/NC(=S)Nc2ccccc2F)o1,6,-11,0.2,-2,7,-8,15,3,0
CCOc1ccc(N2C(=O)/C(=C\c3ccccc3OC)S(=O)(=O)C2c2cccc([N+](=O)[O-])c2)cc1 (stereo not given),-1,-11,1.7,-9,8,-17,22,9,-4
CC(NC(=O)CN(C)CC(=O)Nc1ccccc1Br)c1ccccc1 (stereo not given),3,-3,4.7,1,1,-15,31,2,-7
COc1ccc(C(=O)Nc2ncc(C)s2)cc1S(=O)(=O)N1CCCC1,3,-1,1.2,-3,3,2,8,-4,-1
Cc1c(NS(=O)(=O)c2cccc(C(=O)N3CCCC3)c2)c(=O)n(-c2ccccc2)n1C,1,7,-0.1,-3,3,-12,12,2,-9
COc1ccc(NC(=O)/C(Cl)=C(/Cl)S(=O)(=O)Cc2ccc(C)cc2)cn1,8,-33,1.0,-2,/,/,19,/,-10
CC(=O)Nc1ccc(C(=O)N2CCOCC2c2cc(C(=O)NCc3ccccc3)no2)cc1 (stereo not given),9,-15,0.7,-1,0,/,28,-12,-10
CC(c1ccccc1)N1CC(C(=O)NC2CCCC2)CC1=O (stereo not given),0,5,0.5,-3,13,-7,0,-9,-5
CCN(CC)C(=O)Cn1cc(C(=O)C(=O)N(CC)C2CCCCC2)c2ccccc21,-1,8,0.5,-2,1,-17,3,-17,-1
Cc1cc2ccccn2c1C(C[N+](=O)[O-])c1ccc(N(C)C)cc1 (stereo not given),18,-4,5.0,-6,4,-9,22,1,-1

# Some entries already given with just CHO-K1 Ca PAM, M1 antag and CHO-K1 Ca antag.
molecule	CHO-K1 Ca PAM	M1 antag	CHO-K1 Ca antag
O=C(NCc1ccc(F)cc1)c1c(O)c2cccc3c2n(c1=O)CCC3	18	-10	-12
CC(NC(=O)CN(C)CC(=O)Nc1ccccc1Br)c1ccccc1 (stereo not given)	31	-3	-7
O=[N+]([O-])c1ccc(N2CCC(O)CC2)nc1	-16	0	29*
CC(c1ccccc1)N1CC(C(=O)NC2CCCC2)CC1=O (stereo not given)	0	5	-5
COC(=O)CNS(=O)(=O)c1ccc(C)cc1	7	-13	-6
O=[N+]([O-])c1ccc(/C=N/NC(=S)Nc2ccccc2F)o1	15	-11	0
CC(=O)Nc1ccc(C(=O)N2CCOCC2c2cc(C(=O)NCc3ccccc3)no2)cc1 (stereo not given)	28	-15	-10

# (further entries)
SMILES,M1 PAM,M1 antag,M1 ag parental,CHRM1 agonist,TAAR1 agonist,CHO parental Ca,CHO-K1 Ca PAM,TAAR1 antagonist,CHO-K1 Ca antag
CC(C)(C)NC(=O)CCCCCCCC(=O)NC(C)(C)C,2,-2,-0.1,-2,-1,-4,-13,-9,-3
CCOc1ccc2c(c1)C(=O)C(=O)N2CC1COc2ccccc2O1 (stereo not given),8,-9,0.5,1,-2,-7,-25,2,10
CCc1nnc(NC(=O)c2cc(-c3cccnc3)nc3ccccc23)s1,6,-2,-0.9,-2,2,-16,-11,-22,-5
CC(=O)Nc1cc2ccccc2oc1=O,3,-1,-0.3,-7,2,2,12,-22,6
C=CCNc1nc(C)nc(OC)n1,-2,2,0.1,-1,3,-11,8,3,2
Cc1nc2cc(NC(=O)Nc3cccc(F)c3)ccc2n1C,13,-17,0.6,-2,3,-13,10,-18,2
COCCCNC(=S)Nc1ccc(OC(F)F)cc1C,1,3,0.2,-2,0,0,-5,25,-8
CCc1cc2cc(C(=O)Nc3ccc(C)cc3)sc2s1,6,-8,0.3,-1,7,3,-7,22,12
COc1ccc(CCN2CC(C(=O)N(C)CC(=O)Nc3ccc(Cl)c(C(F)(F)F)c3)CC2=O)cc1OC (stereo not given),8,-7,2.2,-3,6,/,7,4,3
O=C(O)c1cc(C2CC2)nc2ccccc12,8,-4,0.8,-3,12,-4,23,13,-12
CC(Sc1nnc(C(F)(F)F)n1C)C(=O)Nc1ccc(S(N)(=O)=O)cc1 (stereo not given),10,-26,0.9,-3,2,0,14,-12,-9
COCCNC(=O)Cn1c(=O)n(CCC(=O)NCCc2ccccc2)c(=O)c2ccccc21,2,-1,0.0,-5,4,-6,2,-11,-2
CCOc1ccc(C=NNC(=O)c2ccc(-n3cnnn3)cc2)cc1,5,-3,0.7,-3,2,4,-12,13,-5
CNC(=O)OCc1cccc(COC(=O)NC)n1,8,-11,-0.3,-1,0,9,3,13,-6
CCC(C)(C(=O)NC1CCCC1)N(C(=O)CNC(=O)c1ccccc1)c1c(C)n(C)n(-c2ccccc2)c1=O (stereo not given),4,-7,0.1,-5,1,-15,6,-14,0
Cc1cc2oc(=O)cc(CN(C)Cc3ccccc3)c2cc1C(C)C,-15,7,-0.9,-9,7,31*,-7,25,-11
O=C(CN1C(=O)NC2(CCCC2)C1=O)NCc1ccc(Cl)cc1,9,-9,-0.2,-3,5,-10,13,-2,-9
CCn1cc(/C=C(\NC(=O)c2ccccc2OC)C(=O)N2CCOCC2)c2ccccc21,3,-6,0.8,-4,3,/,5,-22,-6
CCCCn1c(-c2ccoc2C)n[nH]c1=S,9,-11,0.1,-7,15,-3,19,-15,-9
O=C(Nc1cc([N+](=O)[O-])ccc1C(=O)Nc1cccnc1)c1ccccc1,-2,5,1.1,-2,8,-15,-12,30,-5
COc1cccc2[nH]c3ccccc3c(=O)c12,6,-10,0.2,3,/,-5,-3,/,-2
Cc1ccc(C(=O)Nc2nnc(-c3ccco3)o2)cc1,7,-2,-0.2,-4,0,-15,0,7,1
Cn1c(SCc2ccccc2)nc2ccsc2c1=O,-20,32,8.9,-3,12,-2,-7,3,12
O=C(Cn1c(=O)oc2ccccc21)Nc1ccc(Cl)cc1,7,-10,1.3,0,0,-4,7,4,-4
CC(=O)c1ccc(OCC(=O)Nc2c(C)nn(-c3ccccc3)c2C)cc1,-4,8,5.4,-1,9,-8,1,16,-8
COc1ccc(C)cc1NC(=O)CNC(C)C(=O)Nc1cc(Cl)ccc1Cl (stereo not given),0,1,2.7,-2,-2,-21,12,-2,-8
COc1cc(NC(=O)CN2C(=O)C(=O)N(C3CCCC3)C2=O)cc(OC)c1,12,-13,-0.6,0,4,-15,21,-11,-8
COc1cc(NC(=O)COc2ccc(-n3cnnn3)cc2)cc(OC)c1OC,-2,1,9.6,1,7,-2,0,20,-11
COc1cccc(CN(C)C(=O)c2ccc(Cl)c(S(=O)(=O)N3CCCCCC3)c2)c1OC,7,-5,6.2,-3,3,/,3,25,-13
COc1ccc(-c2nnc(SCC(=O)Nc3ccc(C)cc3)n2C)cc1,6,-10,0.1,-8,8,-32,25,-2,-16
CC(C)CNC(=O)C(=O)NN=C1CCCCCC1,1,-2,-0.6,-7,-1,-13,1,-32,10
Cc1cc(-c2nnc(CCC(=O)N(C)CCc3ccccc3)o2)no1,13,-8,-0.6,-1,-4,-16,-18,-6,13
Cc1ccccc1NC(=O)c1ccc2c(c1)C(=O)N(CC(C)C)C2=O,9,-15,0.4,-2,6,-11,11,-6,4
CN(Cc1ccccc1)C(=O)c1nc2ccccn2c1CNCCCOc1cccnc1,-5,-3,2.8,-5,1,-13,11,19,-6
CCOc1ccccc1NC(=O)CCNC(=O)c1ccc(Cl)cc1,13,-12,1.9,0,5,-15,16,-38,-12
CN(CC(=O)Nc1ccc(F)c(Cl)c1)S(=O)(=O)c1cccc2nsnc12,2,0,4.9,0,11,3,11,25,0
Brc1ccc(OCCn2ccnc2)cc1,-15,15,0.5,-11,12,0,3,9,-3
CC1CCCCC1NC(=O)COC(=O)c1ccc2ccccc2n1 (stereo not given),4,0,4.1,-5,0,-11,16,-17,-2
Nc1ccc(O)c(-c2nc3ccccc3s2)c1,1,-18,0.4,-1,1,-13,-2,20,-2
CN1C[C@@H]2C(c3ccc(C(F)(F)F)cc3)C3(c4ccc(C#N)cc4)CC2(C3)[C@H]1c1ccccc1 (stereo not given in full),16,-6,-0.5,-3,8,-22,14,-3,-14

# Whole records from above. Values in the order: M1 PAM | M1 antag | M1 ag parental | CHRM1 agonist | TAAR1 agonist | CHO parental Ca | CHO-K1 Ca PAM | TAAR1 antagonist | CHO-K1 Ca antag
# Shown for CNC(=O)OCc1cccc(COC(=O)NC)n1 → 8 | -11 | -0.3 | -1 | 0 | 9 | 3 | 13 | -6
# Shown for CCc1cc2cc(C(=O)Nc3ccc(C)cc3)sc2s1 → 6 | -8 | 0.3 | -1 | 7 | 3 | -7 | 22 | 12
# Shown for Cc1ccc(C(=O)Nc2nnc(-c3ccco3)o2)cc1 → 7 | -2 | -0.2 | -4 | 0 | -15 | 0 | 7 | 1
# Shown for Cc1ccccc1NC(=O)c1ccc2c(c1)C(=O)N(CC(C)C)C2=O → 9 | -15 | 0.4 | -2 | 6 | -11 | 11 | -6 | 4
# Shown for Brc1ccc(OCCn2ccnc2)cc1 → -15 | 15 | 0.5 | -11 | 12 | 0 | 3 | 9 | -3
